SKKanGAS inh – S. pyogenes SKKanGAS growth inhibitors in kanamycin, primary screen, streptokinase expression inhibitor project, SKKanGAS strain, BacTiter-Glo luminescence; AID 1662, 2009; inhibition, % at 7.5 µM; 6 h; 300,000 compounds, 1.3% hits;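 active = mean replicate score, as percent of positive control median, at least 50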;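 note: strain carries kanamycin resistance gene driven by streptokinase promoter and grows in 40 µg/ml kanamycin; loss of luminescence reflects streptokinase promoter inhibition or plain growth inhibition; 0% = median of DMSO wells and 100% = positive control at its reference dose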
TRPC4 inh – inhibitors of mouse TRPC4 channel, primary screen, Fluo4 calcium, HEK293 TRPC4beta/mu-opioid cells; Short transient receptor potential channel 4 (Mus musculus), Q9QUQ5; DAMGO-evoked Fluo4 calcium flux; stronger effect = lower value; B-score at 10 µM; 300,000 compounds, 0.39% hits;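 active = B-score over 3 SD under the library average, no early fluorescence shift, positive overall ratio signal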
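Assay system: TRPC4beta/mu-opioid receptor HEK293 cell line; compound dosing: single concentration per test compound; detection: Fluo4 Ca2+ flux fluorescence; evaluation: per-well B score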
MrgX1 antagonist – antagonists of human MrgX1 receptor, primary screen, HEK293 cells, Fluo-4 calcium flux | BAM8-22 antagonism; stronger effect = lower value | B-score at 10 µM | Mas-related G-protein coupled receptor member X1 (Homo sapiens), Q96LB2 | 310,000 compounds, 1.3% hits;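 active = calcium-response B-score plate-corrected more than 3 library SD below zero, starting fluorescence within 5 deviations, no agonist response on first addition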;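 note: peak minus trough fluorescence over baseline after final BAM8-22 challenge near maximal dose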
MrgX1 allo act – positive allosteric modulators of MrgX1, primary screen, HEK293 cells, Fluo-4 calcium flux; B-score at 10 µM; FDSS; stronger effect = higher value; Mas-related G-protein coupled receptor member X1 (Homo sapiens), Q96LB2; 310,000 compounds, 0.63% hits;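 active = plate-corrected calcium response at least 3 library SD above typical, normal starting fluorescence, not activating the receptor alone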;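 note: compound read alongside a low EC10 to EC30 dose of BAM8-22 agonist; peak minus trough fluorescence over baseline measured at the second addition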
Platelet DG rel – inhibitors of platelet dense granule secretion, primary screen, cell-based, MLPCN, human platelets. 300,000 compounds, 0.22% hits. human platelet-rich plasma, SFLLRN dense granule ATP release, luminescence. inhibition, %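 (compounds screened at 7.5 µM in platelet-rich plasma)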. AID 1663, 2009;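 active = mean replicate score, as percent of positive control, at or above 50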
RGS4 inh – RGS4 inhibitors, primary screen, cell-based, HEK293 M3R inducible RGS4, calcium flux; Regulator of G-protein signaling 4 (Homo sapiens), P49798; B-score at 10 µM; AID 463165, 2010; Fluo-4 calcium flux; stronger effect = higher value; triggered by carbachol at its EC20; 310,000 compounds, 0.45% hits;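 active = B-score, a plate-corrected calcium signal, over three deviations above library mean, with baseline fluorescence within five deviations of library mean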;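 note: RGS4 expression induced by doxycycline in cells with stable M3 receptor; B-score is computed from the integrated fluorescence ratio over baseline after carbachol; higher B-score means a larger calcium signal and so more RGS4 inhibition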
RGS4 act – RGS4 potentiators or activators, primary screen, cell-based, HEK293 M3R inducible RGS4, calcium flux. carbachol calcium flux Fluo4; stronger effect = lower value. B-score at 10 µM. 310,000 compounds, 0.92% hits;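 active = B-score of the integrated calcium signal more than 4 SD below the library mean, with starting fluorescence not abnormally high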;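 note: negative B-score means reduced calcium response which marks RGS4 activation or potentiation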
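test system = M3R-expressing HEK293 line, RGS4 induced by doxycycline | probe or stimulus = carbachol at ECmax as muscarinic agonist stimulus | timing = dye loading 30 min 37 °C, buffer rest 30 min RT | signal = calcium dye Fluo4 fluorescence | evaluation = B score from integrated fluorescence ratio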
HIF activator – HIF pathway transcriptional activators, primary screen, cell-based, U2OS HRE-luciferase, luminescence. activation, % at 7.5 µM (by protocol). U2OS HRE-luciferase reporter; normalized: DMSO 0%, desferrioxamine 100%. 300,000 compounds, 0.32% hits. AID 1910, 2009;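 active = mean activation of at least 10% of the iron chelator positive control signal, with at least half of replicates also reaching 10%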
TRPC6 inh – mouse TRPC6 channel inhibitors, primary screen, cell-based, HEK293, membrane potential dye; B-score at 10 µM; AID 2553, 2010; ACh-evoked depolarization; stronger effect = lower value; 310,000 compounds, 1.1% hits; Short transient receptor potential channel 6 (Mus musculus), Q61143;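 active = B-score under library mean minus 3 SD, initial fluorescence not abnormally high, positive integrated signal ratio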;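 note: B-score derived from integrated fluorescence ratio over the kinetic read; more negative B-score means stronger inhibition of depolarization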
Target sequence (Q61143 whole entry, looked up): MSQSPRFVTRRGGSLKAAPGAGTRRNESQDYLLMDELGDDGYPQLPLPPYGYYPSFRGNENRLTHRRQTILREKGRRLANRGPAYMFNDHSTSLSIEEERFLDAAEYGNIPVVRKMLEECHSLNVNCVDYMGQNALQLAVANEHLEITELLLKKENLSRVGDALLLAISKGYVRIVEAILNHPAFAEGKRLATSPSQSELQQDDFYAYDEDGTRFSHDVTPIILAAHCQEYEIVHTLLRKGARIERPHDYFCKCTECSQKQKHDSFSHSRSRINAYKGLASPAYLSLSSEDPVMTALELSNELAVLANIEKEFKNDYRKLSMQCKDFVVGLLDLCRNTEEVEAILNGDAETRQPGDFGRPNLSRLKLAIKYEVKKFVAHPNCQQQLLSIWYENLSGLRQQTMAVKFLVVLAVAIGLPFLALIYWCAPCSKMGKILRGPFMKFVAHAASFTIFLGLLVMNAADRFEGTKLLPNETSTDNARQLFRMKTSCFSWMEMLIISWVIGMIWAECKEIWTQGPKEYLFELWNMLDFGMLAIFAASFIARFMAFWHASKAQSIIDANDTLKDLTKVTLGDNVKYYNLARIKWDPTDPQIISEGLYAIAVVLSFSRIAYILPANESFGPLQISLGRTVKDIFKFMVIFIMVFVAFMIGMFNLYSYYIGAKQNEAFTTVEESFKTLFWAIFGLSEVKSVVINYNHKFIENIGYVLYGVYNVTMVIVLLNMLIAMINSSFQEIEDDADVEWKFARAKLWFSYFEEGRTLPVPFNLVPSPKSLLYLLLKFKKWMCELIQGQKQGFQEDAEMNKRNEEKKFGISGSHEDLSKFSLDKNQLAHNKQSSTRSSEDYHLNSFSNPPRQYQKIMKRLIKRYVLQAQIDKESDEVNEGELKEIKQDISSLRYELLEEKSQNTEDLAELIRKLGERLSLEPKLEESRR
TRPC6 act – mouse TRPC6 channel activators, primary screen, cell-based, HEK293, membrane potential dye; 310,000 compounds, 0.13% hits; AID 2550, 2010; Short transient receptor potential channel 6 (Mus musculus), Q61143; HEK293-TRPC6 membrane potential dye fluorescence; stronger effect = higher value; B-score at 10 µM;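 active = B-score of the integrated fluorescence ratio above library mean plus 3 SD, and starting fluorescence ratio within library mean plus 5 SD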;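 note: higher score means more depolarization so channel activation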
MrgX1 agonist – agonists of human MrgX1 receptor, primary screen, HEK293 cells, Fluo-4 calcium flux; Fluo-4 calcium fluorescence, agonist mode; stronger effect = higher value; 310,000 compounds, 0.44% hits; AID 588627, 2011; B-score at 10 µM;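 active = calcium response B-score plate-corrected fluorescence ratio at least 3 library SD, with starting fluorescence B-score inside 5 SD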
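Test system: HEK293 cells stably expressing human MrgX1 receptor; amount: 15,000 cells per well; doses: compound delivered in addition one of three; times: overnight plating before 1 h dye loading; detection: Fluo-4 NW calcium-flux fluorescence, kinetic read; read-out basis: B-scored fluorescence response ratio; controls: positive and negative controls per plate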
* hit, by the source's call; i = inactive; x = not tested or not shown. Hits appear at their usual frequency; overall some 6.1% were active at least once.

Structure,SKKanGAS inh,TRPC4 inh,MrgX1 antagonist,MrgX1 allo act,Platelet DG rel,RGS4 inh,RGS4 act,HIF activator,TRPC6 inh,TRPC6 act,MrgX1 agonist
CSCCC(NC(=O)COc1ccccc1)C(=O)Nc1ccc(C)cc1 (centres undefined),-6,i,i,i,9,i,i,-0.2,i,i,i
N#C/C(=N\Nc1ccccc1)C(=N)N1CCCCC1,-3,i,i,i,-19,i,i,2.9,i,i,i
CCc1ccc(N(C(=O)c2ccco2)C(C(=O)NC2CCCC2)c2cccnc2)cc1 (centres undefined),4,i,i,i,-3,i,i,1.6,i,i,i
O=C(COC(=O)c1n[nH]c2ccccc12)Nc1ccccc1,-1,i,i,i,14,i,i,4.3,i,i,i
O=Nc1c(O)[nH]c2c(F)cccc12,-1,i,i,i,2,i,i,0.1,i,i,i
Cc1ccc(NC(=O)Cn2cccc2C2=NC(c3ccccc3)CO2)cc1C (centres undefined),1,i,i,i,4,i,i,-0.6,i,i,i
N/C(Cn1cncn1)=N\NC(=O)C(=O)Nc1ccc(Cl)cc1Cl,-8,i,i,i,0,i,i,-0.3,i,i,i
CC(=O)O[C@@H]1C[C@H]2C(C)=C[C@H]3OC(=O)[C@@H](C)[C@H]3C[C@H]2[C@]1(C)O,6,x,i,i,0,i,i,-0.4,i,i,i
CCN(C(=O)C(C)OC(=O)C1C(C(=O)OC)=C(C)NC(C)=C1C(=O)OC)c1ccccc1 (centres undefined),-3,i,i,i,3,i,i,0.3,i,i,i
Cn1c(=O)c2c(nc(CN3CCN(C(=O)c4ccco4)CC3)n2CCCO)n(C)c1=O,-2,i,i,i,6,i,i,0.2,i,i,i
Cc1ccc(C)c(N=Nc2ccc(O)c3ncccc23)c1,92*,i,i,i,2,i,i,2.5,i,i,i
O=C(O)C1CCCCC1C(=O)Nc1ccc(-c2ccccc2)cc1 (centres undefined),7,i,i,i,1,i,i,-0.5,i,i,i
COc1cccc(NC(=O)CSc2nnc(-c3cccnc3)o2)c1,-17,i,i,i,0,i,i,0.6,i,i,i
COc1ccc(/C=N\NC(=O)c2ccc([N+](=O)[O-])cc2)cc1COc1c(F)c(F)cc(F)c1F,x,i,i,i,x,i,i,x,i,i,i
CCC(C(=O)N1CCN(Cc2ccc3c(c2)OCO3)CC1)n1c(=O)[nH]c2ccccc2c1=O (centres undefined),0,i,i,i,-19,i,i,-0.8,i,i,i
Cc1ccc(C2CC(c3ccc(Cl)cc3)=NNC2=O)cc1 (centres undefined),2,i,i,i,-1,i,i,-0.6,i,i,i
COc1ccc(S(=O)(=O)NC(CC(=O)NCc2ccccc2OC)c2ccco2)cc1 (centres undefined),-2,i,i,i,-2,i,i,0.1,i,i,i
COc1ccccc1-c1cc(C(=O)N2CCCC2)no1,24,i,i,i,2,i,i,1.8,i,i,i
N/C(=N\NS(=O)(=O)c1cc(C(F)(F)F)cc(C(F)(F)F)c1)c1ccccn1,-4,i,i,i,-27,i,i,2.9,i,i,i
COC(=O)c1ccc(OCC(=O)NC(C)(C)C)cc1,-1,i,i,i,2,i,i,0.2,i,i,i
CCOC(=O)Cc1csc(NS(=O)(=O)c2ccc(Cl)cc2)n1,3,i,i,i,-1,i,i,-0.2,i,i,i
CC(=O)N1CCN(CCN2C(C)=CC(=C(C#N)C#N)C=C2C)CC1,0,i,i,i,0,i,i,0.2,i,i,i
CCC(=O)Nc1cc(-c2nn(CC(=O)N3CCCCC3)c(=O)c3ccccc23)ccc1N1CCOCC1,-6,i,i,i,-2,i,i,0.4,i,i,i
Cc1[nH]c2ccc3ccccc3c2c(=O)c1C/C=C/Cl,11,i,i,i,-3,i,i,0.6,i,i,i
S=C1CCC(c2ccc(Cl)cc2)=NN1c1ccccc1,-5,i,i,i,-1,i,i,-6.7,i,i,i
CCOc1ccc(CN2CCNC(=O)C2CC(=O)N(C)Cc2nonc2C)cc1 (centres undefined),1,i,i,i,-1,i,i,-0.4,i,i,i
Cc1ccc(NC(=O)C(NS(=O)(=O)c2cccc3nsnc23)C(C)C)nc1 (centres undefined),-1,i,i,i,6,i,i,0.2,i,i,i
COc1ccc(Cl)cc1N(CC(=O)N/N=C/c1ccc(OCC(N)=O)cc1)S(C)(=O)=O,1,i,i,i,-6,i,i,-0.1,i,i,i
COc1ccc(-n2cc(CNCCN3CCOC3=O)c(-c3ccccc3Cl)n2)cc1,-4,i,i,i,-3,i,i,0.2,i,i,i
COc1ccc(C2=Nn3c(C)nnc3SC2)cc1,-8,i,i,i,3,i,i,1.0,i,i,i

Following part.
Structure,SKKanGAS inh,TRPC4 inh,MrgX1 antagonist,MrgX1 allo act,Platelet DG rel,RGS4 inh,RGS4 act,HIF activator,TRPC6 inh,TRPC6 act,MrgX1 agonist
CN(C)S(=O)(=O)c1cccc(NC(=O)COC(=O)CCSc2ccc(Cl)cc2)c1,-12,i,i,i,-12,i,i,0.1,i,i,i
N#Cc1c(NC(=S)NC(=O)c2ccccc2)sc2c1CCN(CCc1ccccc1)C2,2,i,i,i,-1,i,i,0.3,i,i,58*
CC(C)NC(=O)C12CC3CC(C1)CC(C(=O)NC(C)C)(C3)C2,-4,i,i,i,6,i,i,-0.3,i,i,i
COc1ccc(N2C(=S)N(C(=O)c3ccccc3)C(=Nc3ccccc3)C2=Nc2ccccc2)cc1,-1,i,i,i,2,i,i,3.0,i,i,i
Cc1c(NC(=O)C2CCCN2S(=O)(=O)c2ccc(Cl)cc2)c(=O)n(-c2ccccc2)n1C (centres undefined),-6,i,i,i,-9,i,i,-0.8,i,i,i
COc1ccc(NC(=S)NCCCN2CCOCC2)cc1,8,i,i,i,4,i,i,-0.5,i,i,i
COc1cc(Cl)cc(/C=N/NC(N)=O)c1O,-2,i,i,i,2,i,i,0.0,i,i,i
COC(=O)Cn1cc(/C=N/NC(=O)c2ccc(C#N)cc2F)c2ccccc21,-12,i,i,i,-3,i,i,-0.5,i,i,i
COc1cccc(C(=O)COC(=O)CCCC(=O)NC2CCCCC2)c1,10,i,i,i,-1,i,i,0.1,i,i,i
C=CCN1C(=O)C(O)(CC(=O)c2ccc(Cl)cc2)c2ccccc21 (centres undefined),-4,i,i,i,2,i,i,0.0,i,i,i
O=C(O)C(=O)/C(=C\c1ccc(Cl)cc1)c1ccc2ccccc2n1,1,i,i,i,2,i,i,3.5,i,i,i
COc1ccc(CCNC(=O)C2CCN(Cc3nc(-c4ccccc4C)oc3C)CC2)cc1OC,-7,i,i,i,6,i,i,-0.7,i,i,i
Cc1nc(-c2cccc(NC(=O)c3cc4cc(Br)ccc4oc3=O)c2)cs1,-13,i,i,i,-16,i,i,-0.7,i,i,i
CCOc1nc(NC2CCCC2)nc(N2CCC(C)CC2)n1,37,i,i,i,11,i,i,0.3,i,i,i
Cc1cc2c(cc1[N+](=O)[O-])NC(CNC(C)C)CC2 (centres undefined),2,i,i,i,0,i,i,-12,i,i,i
COc1ccc(NC(=O)Nc2ccc(OC)c(OC)c2)c([N+](=O)[O-])c1,-12,i,i,i,-12,i,i,2.0,i,i,i
COc1ccc(/C=C2\SC(=S)NC2=O)cc1OS(=O)(=O)c1ccc(NC(C)=O)cc1,22,i,x,x,5,i,i,-0.2,i,i,x
CCOC(=O)CN1C(=O)N[C@@H](c2ccco2)C(C(=O)OC)=C1C,0,i,i,i,2,i,i,2.2,i,i,i
Cc1ccc(C(C)C)cc1OCCN1CCCC1,-2,i,i,i,-1,i,i,-0.2,i,i,i
CCN(CC)S(=O)(=O)c1ccc(C)c(NC(=S)Nc2cccc(S(=O)(=O)N3CCCCCC3)c2)c1,-2,i,i,i,-4,i,i,-0.5,i,i,i
Cc1cnc(C(=O)Nc2ccc(N3CCN(C(=O)OC(C)(C)C)CC3)cc2)cn1,9,i,i,i,-2,i,i,0.2,i,i,i
CCc1ccc(NC(=O)C(=O)NNC(=O)c2ccc(OC)cc2)cc1,17,i,i,i,0,i,i,-0.1,i,i,i
CCCCNC(=O)c1sc(=S)n2c1[nH]c(=O)c1ccc(C(=O)NCCc3ccc(OC)c(OC)c3)cc12,-2,i,i,i,18,i,i,0.3,i,i,i
CC(=O)c1ccc(-n2nnnc2SCC(=O)NNC(=O)c2ccco2)cc1,1,i,i,i,-1,i,i,x,i,i,i
Cn1c(=O)c2c(nc(CN3CCCCC3)n2CCc2ccccc2)n(C)c1=O,-2,i,i,i,x,i,i,x,i,i,i
O=[N+]([O-])c1ccc2nc(SCc3cn4cccnc4n3)[nH]c2c1,-9,i,i,i,2,i,i,-0.4,i,i,i
COC(=O)c1[nH]c(C)c(/C(O)=C2\C(=O)C(=O)N(CCN3CCOCC3)C2c2ccco2)c1C (centres undefined),0,i,i,i,10,i,i,0.3,i,i,i
c1ccc2c(c1)nc(NCc1ccc3c(c1)OCO3)n2CCN1CCOCC1,-5,i,i,i,7,i,i,0.4,i,i,i
COc1ccccc1C(=O)Nc1ccnn1C1CCN(C(=O)c2cnsn2)CC1,4,i,i,i,13,i,i,0.8,i,i,i
CCOC(=O)N1CCN(S(=O)(=O)N2CCCC(C(=O)NCc3ccc(F)cc3)C2)CC1 (centres undefined),-4,i,i,i,5,i,i,0.3,i,i,i
c1ccc(CSc2ccc(-c3cccnc3)nn2)cc1,-2,i,i,i,3,i,i,3.9,i,i,i
COc1cc(/C=N/n2c(-c3cc(C)[nH]n3)n[nH]c2=S)ccc1O,0,i,i,i,1,i,i,-0.3,i,i,i

Bioassay records as filed in PubChem.
